M5 ag: agonists of human muscarinic M5 receptor (CHRM5). CHO-K1 hM5 cells, Fluo-8 calcium fluorescence; 0% DMSO wells, 100% maximal acetylcholine response. activation, % at 3 µM. 360,000 compounds, 0.19% hits. AID 624037;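 active means activation above the run's mean over test compounds plus 3 SD, cut at about 23% in these data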;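 further: signal is peak over basal fluorescence ratio across the kinetic read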
Target sequence (P08912 whole entry, looked up): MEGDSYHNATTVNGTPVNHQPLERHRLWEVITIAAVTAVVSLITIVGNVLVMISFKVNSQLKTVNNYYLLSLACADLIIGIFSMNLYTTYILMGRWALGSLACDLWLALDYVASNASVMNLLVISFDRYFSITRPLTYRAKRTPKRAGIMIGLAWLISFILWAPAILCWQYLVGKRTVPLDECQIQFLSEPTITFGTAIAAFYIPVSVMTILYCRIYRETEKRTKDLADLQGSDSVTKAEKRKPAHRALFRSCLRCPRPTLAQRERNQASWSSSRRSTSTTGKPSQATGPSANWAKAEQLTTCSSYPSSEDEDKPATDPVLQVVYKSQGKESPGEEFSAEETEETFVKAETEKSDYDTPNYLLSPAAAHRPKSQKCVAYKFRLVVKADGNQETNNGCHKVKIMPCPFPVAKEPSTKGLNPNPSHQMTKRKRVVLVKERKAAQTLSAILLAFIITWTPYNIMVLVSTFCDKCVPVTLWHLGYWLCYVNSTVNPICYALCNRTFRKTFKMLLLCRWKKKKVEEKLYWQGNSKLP
CHRM4 agonist: CHRM4 agonism in calcium assay. P08173. CHO-K1 hM4/Gqi5, Fluo-8 calcium fluorescence; vehicle 0%, full acetylcholine response 100%. activation, % at 3 µM. 360,000 compounds, 0.14% hits. AID 624127;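 active means activation above the run mean over all test wells plus 3 SD, cut at about 32% in these data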;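 further: peak over basal fluorescence ratio per well then scaled between controls; 0% = DMSO wells and 100% = acetylcholine at EC100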
Target sequence (P08173 whole entry, looked up): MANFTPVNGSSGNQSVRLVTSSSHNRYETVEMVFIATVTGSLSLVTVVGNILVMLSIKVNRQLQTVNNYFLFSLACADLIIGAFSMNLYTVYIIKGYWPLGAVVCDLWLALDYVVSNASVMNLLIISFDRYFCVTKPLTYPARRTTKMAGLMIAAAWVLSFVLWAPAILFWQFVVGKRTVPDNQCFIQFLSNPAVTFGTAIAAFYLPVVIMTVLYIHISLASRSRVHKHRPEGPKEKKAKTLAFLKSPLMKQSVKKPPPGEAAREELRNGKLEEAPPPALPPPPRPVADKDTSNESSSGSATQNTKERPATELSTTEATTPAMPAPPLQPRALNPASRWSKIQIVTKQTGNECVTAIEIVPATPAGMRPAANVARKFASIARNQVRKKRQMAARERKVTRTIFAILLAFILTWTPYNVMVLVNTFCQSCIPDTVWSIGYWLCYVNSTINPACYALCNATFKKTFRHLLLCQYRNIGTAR
CHRM4 antagonist: antagonists of human muscarinic M4 receptor (CHRM4). 360,000 compounds, 0.73% hits. inhibition, % at 3 µM. P08173. CHO-hM4 cells, ACh EC80, Fluo-8 calcium fluorescence. AID 624125;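 active means inhibition above its plate's cutoff, the mean inhibition of sample wells plus 3 SD, cut at about 27% in these data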;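 further: 0% = acetylcholine EC80 with DMSO and 100% = DMSO without agonist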
IDE inh: cellular human IDE inhibition; 320,000 compounds, 0.41% hits; HEK cells, FAbetaB cleavage, fluorescence polarization; inhibition, % at 5.59 µM; P14735;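 active means percent inhibition above the average of all tested compounds plus 3 SD, set per screening campaign, cut at about 16% in these data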;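 further: IDE supplied by intact live HEK cells; FP after avidin binding of uncleaved biotin substrate so inhibition keeps polarization high; 0% = DMSO wells and 100% = 60 µM reference IDE inhibitor Ii1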
CRFBP-R2 agonist: CRF-BP/CRF-R2 complex agonism; HEK293 CRF-R2/CRF-BP, calcium dye fluorescence (FLIPR); percent of saturating CRF peptide response; activation, % at 13.2 µM; 350,000 compounds, 0.46% hits;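 active means activation of at least 50%, plus an integration ratio under a set limit after plate pattern correction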;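 further: plate controls were neutral control wells without compound for no effect and CRF at EC100 for full effect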
CRFR2-BP antag: blocks CRF-induced signaling of the CRF-BP/CRF-R2 complex. HEK293 CRF-R2/CRF-BP, CRF-induced calcium fluorescence. inhibition, % at 11.8 µM. 350,000 compounds, 0.59% hits;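 active means inhibition of the ligand-induced calcium signal above about 50% at the single tested concentration, limit read from the data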
M5 PAM: CHRM5 positive allosteric modulation | CHO-K1 hM5, Fluo-8 calcium, ACh EC20 PAM; 0% = ACh EC20, 100% = ACh EC100 | activation, % at 3 µM | 360,000 compounds, 0.3% hits;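 active means activation above the run cutoff, the mean activation of all test compounds plus 3 SD, cut at about 18% in these data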
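Test system: CHO-K1 hM5 cells / Doses: single-point, 3 µM nominal / Times: Post-acetylcholine fluorescence recording 140 s / Technique: Fluo-8 calcium fluorescence / Measure: Max/basal fluorescence ratio as % of EC20–EC100 ACh window / Benchmarks: low control EC20 acetylcholine (0%), high control EC100 acetylcholine (100%) / Replicates: one well per compound, no replicates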
M4 PAM: potentiates acetylcholine response at human M4 receptor; P08173; CHO-K1 hM4/Gqi5, Fluo-8 calcium fluorescence, ACh EC20; 0% = ACh EC20, 100% = maximal ACh; activation, % at 3 µM; 360,000 compounds, 0.4% hits; AID 624126;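 active means activation above its plate's cutoff, the mean activation of sample wells plus 3 SD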; further: some results filed as inactive read as strong as hits
CHRM5 antagonist: antagonists of human muscarinic M5 receptor (CHRM5); P08912; CHO-hM5 cells, Fluo-8 calcium fluorescence, ACh EC80; 360,000 compounds, 0.59% hits; inhibition, % at 3 µM;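 active means inhibition above a per-plate cutoff, the mean of that plate's test compounds plus 3 SD, cut at about 27% in these data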;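 further: 0% = acetylcholine EC80 with DMSO and 100% = DMSO without agonist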
Numbers without * were called inactive; x = not tested or not shown.

Compound	M5 ag	CHRM4 agonist	CHRM4 antagonist	IDE inh	CRFBP-R2 agonist	CRFR2-BP antag	M5 PAM	M4 PAM	CHRM5 antagonist
Cc1ccc(SCC(=O)N2CCN(S(=O)(=O)c3cccs3)CC2)cc1	-5	6	-16	7	-1.0	-4	5	-4	4
COc1ccc(C)cc1S(=O)(=O)N(C)CC(=O)Nc1ccc2c(c1)OCO2	1	0	23	-5	0.0	1	2	-13	-5
CCOC(=O)C1=C(C)NC(C)=C(C(=O)OCC)C1c1ccc(C)o1	-7	-1	-4	-1	-6.2	13	5	-13	0
CC1(C(=O)NS(=O)(=O)c2ccc(Cl)s2)CCN1C(=O)c1ccc(C2CCCCC2)cc1 (configuration not stated)	1	0	2	x	x	x	-1	-3	-7
Nc1ccn([C@@H]2O[C@H](C(=O)Nc3ccc(Oc4ccccc4)nc3)[C@@H](O)[C@H]2O)c(=O)n1	0	1	-3	x	x	x	-2	4	8
O=C(Cc1ccccc1)NCC(=O)N1CCN(c2ccc(F)cc2)CC1	1	1	-6	x	4.9	-23	-4	7	8
C=CCSc1nnc(NC(=O)c2ccc(Cl)nc2)s1	-3	3	-5	-2	1.9	-2	-3	8	0
O=C(NCCc1c[nH]c2ccccc12)c1cc(S(=O)(=O)N2CCCCC2)ccc1N1CCOCC1	1	3	1	-1	1.2	-21	2	-9	-3
CC[C@@]12C(=O)N(c3ccc(C)cc3)C(=O)N1[C@H](c1cccc(C)c1)[C@@H]1C(=O)N(Cc3ccccc3)C(=O)[C@@H]12	-1	2	-16	0	0.5	-18	-1	13	1
CC(=O)C1=CCC(c2ccc(Cl)c(Cl)c2)N(S(=O)(=O)c2ccc(C)cc2)C1 (configuration not stated)	-1	5	1	x	x	x	-13	-12	8
CN(C)/C=N/S(=O)(=O)c1ccc(Cl)cc1	-1	2	13	2	2.0	12	-3	-2	9
CCOC(=O)c1c(/N=C/C2=C(O)CC(C)(C)CC2=O)sc(C)c1C	0	0	12	6	1.3	-10	-1	-1	1
Cc1cc(=O)c(C(=O)OC(C)C(=O)NC(N)=O)nn1-c1ccc(Cl)cc1 (configuration not stated)	-2	1	-6	2	-0.2	10	8	6	-5
Cc1nnsc1C(=O)NNc1ccc(Cl)cc1	1	0	-11	3	0.1	-1	0	-3	2
Cc1ccc(NC(=O)c2cc(S(=O)(=O)N3CCOCC3)cn2C)cc1Cl	0	1	-18	4	0.1	-25	-2	4	1
CO[C@@H]1CN(C)C(=O)c2cc(NC(=O)Nc3ccc(Cl)cc3)ccc2OC[C@H](C)NC[C@H]1C	1	1	-6	x	x	x	1	4	1
O=C(Nc1ccccc1C(=O)NCCCN1CCOCC1)c1ccc(F)cc1F	-3	2	-2	-2	-1.4	4	-6	4	14
CN(C)c1ccc(CNC(=O)c2ccc(CNc3c(N4CCCCC4)c(=O)c3=O)cc2)cc1	-3	-1	-7	1	-1.8	11	-2	3	3
O=C(O)CSC1c2ccccc2C(=O)N1c1ccccc1 (configuration not stated)	-7	0	-14	3	2.4	7	37*	0	-4
Cc1cccc(-n2c(SCC(=O)Nc3nnc(C)s3)nnc2-c2ccoc2C)c1	-1	0	-1	2	0.9	-4	7	3	0
CCn1c(CNc2ccc(F)cc2)nnc1SCC(=O)OC1CCCCC1	5	6	3	-3	0.1	-7	-6	-3	4
O=C(CSc1nccc(=O)[nH]1)N1N=C2/C(=C/c3ccco3)CCCC2C1c1ccco1 (configuration not stated)	1	1	-8	10	-3.8	13	13	-2	-8
CCOc1ccc(Cn2cc(F)c(=O)[nH]c2=O)cc1	4	20	5	-4	-0.9	5	-13	-7	2
CC1=NN(c2ccc(Br)cc2)C(=O)/C1=C/c1ccc(-c2ccccc2C(=O)O)o1	1	0	4	-2	2.4	-7	-2	-1	2
O=C(c1ccccc1)N1CCC(O)(c2ccc3c(c2)OCO3)CC1	-2	2	-9	3	-0.6	16	7	8	-6
Cc1ccc(NC(=O)NCCCl)cc1S(=O)(=O)N1CCOCC1	-6	0	12	2	-1.0	14	-2	5	10
CCN1CCN(c2ccc(S(=O)(=O)N3CCOCC3)cc2NC(=O)c2cccc([N+](=O)[O-])c2)CC1	0	3	-21	-2	4.0	-2	0	1	5
C=CCN(CC=C)C(=S)NC(=O)c1ccc(-c2ccccc2)cc1	-2	-2	6	13	-0.5	14	-5	-1	-2
CC(C)C(=O)Nc1csc(C(F)(F)F)c1-c1ccccc1	-1	0	-11	-4	-5.0	-8	8	-3	-4
COc1ccc(S(=O)(=O)N2CCOC2CNC(=O)C(=O)NCc2ccccn2)cc1 (configuration not stated)	-2	1	-5	-3	-0.5	-19	2	-3	0
C(=C\c1ccccc1)/CN1CCN(C(c2ccccc2)c2nnnn2C2CCCC2)CC1 (configuration not stated)	-8	4	14	x	x	x	-22	-14	44*
COC(=O)/C=C/c1ccccc1S(=O)(=O)N(Cc1ccccc1)Cc1ccco1	-5	6	-7	4	3.2	6	-11	-4	4
Cc1cc(C)cc(NCc2cc(=O)oc3cc(-c4ccccc4)c(O)cc23)c1	-1	3	5	5	2.6	-21	-11	2	14
CCN(CC(=O)NCc1cccs1)C(=O)/C=C/c1ccc(OC)c(OC)c1	1	1	3	7	0.4	-2	-3	-2	11
O=C(CCN1C(=O)/C(=C\c2ccccc2)SC1=S)NNC(=O)c1ccncc1	9	5	17	0	-2.5	1	2	-7	-1
CCN(CC)CC#CC(O)(c1ccccc1)c1ccccc1	-11	0	88*	6	0.2	14	-16	-24	98*
C=CCNC(=O)c1c[nH]c2ccc(S(=O)(=O)N(C)c3ccc(OCC)cc3)cc2c1=O	-1	3	-9	-7	4.2	-31	-3	-1	15
COc1ccc(Cc2nnc(-c3cccc(C)c3)o2)cc1OC	6	2	-3	8	-0.2	11	1	-3	-5
COC(=O)Cn1c(CCS(=O)(=O)c2ccc(C)c(C)c2)nc2ccccc21	2	1	-9	3	-1.6	23	5	9	-12
Cc1cnc(C(=O)N2CCN(S(=O)(=O)c3cccc(Br)c3)CC2)cn1	-3	0	-3	4	0.6	-3	-4	0	4
COC(=O)c1[nH]nc(-c2ccccc2)c1-c1ccccc1	1	4	-2	6	2.3	-11	9	3	-8
Cc1cc(C)c(NC(=O)CCc2c(C)noc2C)c(C)c1	-1	0	-2	-4	2.3	-7	-3	1	10
Oc1ccc(O)c(C=NNC(=S)NC2CC3CC2C2C=CCC32)c1 (configuration not stated)	2	1	-4	x	22	-26	-4	-1	-4
Cc1ccc(NC(=O)CCc2ccccc2)cc1S(=O)(=O)N1CCOCC1	2	4	3	8	-2.7	15	-6	-5	11
O=C(NCc1cccc(Cl)c1)C1Cc2c(-c3ccc(Cl)cc3)ccnc2O1 (configuration not stated)	0	2	-6	x	x	x	-1	-3	1
CCCCC(O)C1=C[N+](=O)CC=C1 (configuration not stated)	1	0	-6	x	x	x	-9	7	2
Cc1cccc(S(=O)(=O)NC(=O)C2(C)CCN2C(=O)c2ccccc2)c1 (configuration not stated)	1	0	-4	x	x	x	6	6	1
Cc1ccc(S(=O)(=O)N2CCC(C(=O)N3CCN(Cc4ccccc4)CC3)CC2)cc1	0	3	-3	-1	-0.2	0	-4	3	-2
CCCNC(=O)c1cc(-c2ccc3c(c2)OCO3)on1	-1	2	-19	2	-1.4	-23	-2	0	-2
CCS(=O)(=O)c1ccc2oc(Nc3ccccc3C)nc2c1	-2	1	4	-2	9.0	-10	-2	4	0

New compounds follow.
Compound	M5 ag	CHRM4 agonist	CHRM4 antagonist	IDE inh	CRFBP-R2 agonist	CRFR2-BP antag	M5 PAM	M4 PAM	CHRM5 antagonist
Cc1cccc(OCCn2c(NC(=O)c3ccco3)nc3ccccc32)c1	-15	4	0	-4	2.4	-55	-18	-3	5
CCS(=O)(=O)NCC(c1cccnc1)N1CCN(c2ccccc2)CC1 (configuration not stated)	1	0	-14	5	-1.0	7	2	10	-6
COc1cccc(N(CC(=O)N2CCOCC2)S(C)(=O)=O)c1	-3	1	13	1	1.7	-2	-5	-3	18
CCOc1ccc(NC(=O)CSc2nc(C)c3c(c2C#N)CCCC3)cc1	-1	0	2	-3	4.8	-27	2	14	-2
CC(Nc1cc(N2CCOCC2)ccc1[N+](=O)[O-])c1ccccc1 (configuration not stated)	-6	-2	7	1	0.2	-16	5	4	2
Cc1cc(F)ccc1S(=O)(=O)Nc1ccc(C(=O)N(C)Cc2ccco2)cc1	2	0	13	-4	-1.4	0	6	-5	2
COc1ccc(/C=c2\sc3nc(-c4ccccc4)c(-c4ccccc4)n3c2=O)cc1OC	-1	0	-8	3	7.3	-4	-3	-6	-6
C[C@@]12CCC3[C@@](CCC4[C@@]3(C)CCC[C@@]4(C)C(=O)N3CCCCC3)(CC1=O)C2 (some centres not stated)	3	0	-1	0	-1.3	3	1	2	10
CCOc1cc(-c2c(C)c(C)nc(N)c2C#N)ccc1O	-5	1	-13	10	-0.8	7	1	23	9
COCCCN1Cc2cccc(C(=O)O)c2C1=O	2	1	-2	3	-6.8	14	-2	8	2
CN(CCOc1ccc(Br)cc1)CC(=O)Nc1cccc(S(=O)(=O)NC2=NCCC2)c1	-5	6	6	-3	-0.3	-1	2	-23	-1
Nc1ccc2oc(-c3cccc4ccccc34)nc2c1	-2	1	4	5	-0.5	-26	1	10	-3
c1ccc(-c2cc3c(ccc4nonc43)nn2)cc1	-3	0	-1	-1	-3.5	14	-9	-4	5
Cc1cc(C)c(OCC(=O)Nc2cccc(O)c2)cc1C	3	5	9	3	2.6	-35	0	0	-5
COc1ccccc1N1CCN(C(c2cccs2)C(C)NC(=O)c2cccnc2)CC1 (configuration not stated)	4	17	2	-4	-0.8	35	-14	-11	8
COc1ccc(C(=O)c2cc3ccc(O)cc3oc2=O)cc1	3	1	2	6	0.6	-1	-2	6	-6
COc1ccc(CN(C)C(=O)c2sccc2-c2ccccc2)c(OC)c1	-2	4	1	-3	-0.1	10	-10	-1	18
O=S(=O)(c1ccc(Cl)cc1)N1CCN2CCCC2C1 (configuration not stated)	-1	2	2	2	2.4	9	4	-1	-4
CCC(=O)Nc1ccc(C(=O)NNC(=O)c2ccc(C)cc2)cc1	3	0	2	2	-3.3	4	-4	0	2
CC(C)(C)c1ccc(C(=O)NNC(=S)NCc2ccco2)cc1	0	2	1	4	-1.5	30	-5	-9	7
O=C(NCc1cccs1)c1noc2c1CCCCC2	-4	1	-1	-6	-3.3	8	-1	2	-2
OC(COC(c1ccccc1)c1ccccc1)CN1CCN(c2ccccn2)CC1 (configuration not stated)	-7	5	8	-2	0.2	9	-14	-16	8
COc1ccccc1/C=C/c1nc(S(=O)(=O)c2ccccc2)c(NCCN(C)C)o1	-4	1	-11	-7	2.8	40	11	5	-14

Single values from the results shown.
For CHRM4 antagonist, `COc1ccc(C)cc1S(=O)(=O)N(C)CC(=O)Nc1ccc2c(c1)OCO2` has 23
For M4 PAM, `COC(=O)c1[nH]nc(-c2ccccc2)c1-c1ccccc1` has 3

High-throughput results deposited in PubChem by several laboratories.
